# bCat nuc transl – alters nuclear translocation of beta-catenin in HeLa cells; 0.3% of 190,000 active; AID 1665; immunofluorescence imaging; nuclear translocation activity, % at 5 µM;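 active = nuclear translocation activity above 50% at 5 µM, with a well cell count of 50 or more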;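 also: per-cell ratio of nuclear to cytoplasmic median beta-catenin stain intensity; plate controls were DMSO negative control for no effect and GSK-3 inhibitor IX positive control for full effect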
#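 System: HeLa cells, endogenous beta-catenin; compound dosing: 5 µM primary single dose, 0.1% DMSO, 0.02–20 µM confirmation series; incubation: 24 h compound exposure at 37°C, 5% CO2; signal: beta-catenin immunofluorescence imaging with DAPI; evaluation: % activation, nuclear-to-cytoplasmic median beta-catenin signal ratio per cell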
# Lipid droplet – hepatic lipid droplet formation modulation. AML12 mouse hepatocytes, oleate lipid droplets, BODIPY imaging. inhibition, % at 6.5 µM. 0.4% of 240,000 active;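 active = lipid droplet intensity inhibited by at least 50%, with more than 500 cells counted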
#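 Material – mouse AML12 hepatocyte cell line, fixed after treatment · Compound dosing – one dose, 6.5 µM compound · Times – compound with oleate, overnight · Measured by – Image-based BODIPY and DAPI two-channel analysis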
# MT stabilizer – stabilizes microtubules in HeLa cells | HeLa tubulin immunostaining HCS, 24 h; share of cells brighter than vehicle mean+2SD | % tubulin-high responders, % at 10 µM | 0.83% of 200,000 active;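 active = plate Z-score above 3 for both tubulin-high and condensed-nucleus cell shares, with cell loss under 80%, at 10 µM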;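 also: anti alpha tubulin signal scored within the nucleus-defined area of each cell; some results filed as inactive read as strong as hits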
# Ins promoter up – MIN6 insulin promoter up-regulation. MIN6 insulin promoter-GFP reporter, high-content imaging; stronger effect = higher value. z-score at 5 µM. 0.3% of 190,000 active;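 active = z-score above 3 at 5 µM with at least 500 cells counted in the well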
# Dynein transport – dynein cargo transport inhibition. 3617.4 mouse cells, GR-EGFP nuclear translocation imaging; test concentration mostly 20 µM; stimulated with dexamethasone, 1 µM; stronger effect = lower value. AID 1381. z-score, hits read low. 0.47% of 220,000 active;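 active = plate z-score of nuclear minus cytoplasmic receptor signal below a set negative limit, without overly bright fluorescence or cell loss, cut at about -3.5 in these data, passing the limit was not always enough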;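 also: z-score of nuclear minus cytoplasmic ring GR-EGFP intensity difference per well; some compounds called inactive have numbers as strong as hits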
#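 Buffer or medium: tet-free, stripped-serum medium; Also added: dexamethasone, 1.0 µM final; Technique: high-content fluorescence imaging after fixation; Times: 48 h induction, 1 h compound, 30 min dex at 37 °C; Read-out: per-cell GR-EGFP intensity, nucleus versus surrounding cytoplasmic ring, well-averaged.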
# ER stress rescue – rescue of cells from ER stress-induced death, primary screen, 384-well, CSM14.1, thapsigargin, ATP luminescence (AID 1222); CSM14.1 thapsigargin-induced death rescue, ATP luminescence; higher % means a stronger effect; cellular ATP content (survival), % at 20 µM; hits with a dose series show EC50 in µM; 190,000 tested, under 10 active;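 active = EC50 below 50 µM in the dose-response confirmation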;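 also: death triggered by thapsigargin at about 15 µM added after 2 h compound pretreatment; cell ATP read after overnight thapsigargin exposure of roughly 18 to 22 hours; normalized against plate controls of thapsigargin alone and 5% DMSO vehicle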
# WT yeast gro inh – growth inhibition of WT yeast, mitochondrial fusion screen; mitochondrial fusion phenotypic screen, WT strain; inhibition, % at 10 µM; 2.1% of 190,000 active; AID 1362; in the data active = inhibition above about 58%; tested in S. cerevisiae
# Autophagy mod – autophagy modulation, high-content screen; MEF GFP-LC3 puncta imaging; test concentration mostly 10 µM; calls only at 10 µM (by protocol); 0.98% of 190,000 active; AID 463193;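 active = percentage of spot-positive cells more than 3 SD above its plate mean, without a fluorescence outlier flag or 80% toxicity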;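 also: spot-positive cell cutoff set from DMSO-treated cells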
# XIAP antagonists – small molecules displacing peptide from XIAP – biochemical, IAP family, fluorescence polarization (AID 1018) | XIAP BIR domain, fluorescence polarization peptide displacement; higher % means a stronger effect | displacement, % at 20 µM, or IC50 in µM where a hit was titrated | 0.007% of 200,000 active; in the data active = displacement above about 50%; also: a part of the inactive calls stands beside numbers as strong as those of hits
# WT yeast gro inh mutant strain – further read-out of WT yeast gro inh, marked with its call; inhibition, %; mitochondrial fusion phenotypic screen, mutant strain inhibition
# Dynein transport cytoplasmic EGFP – second read-out of Dynein transport, no call of its own (marks repeat the call); z-score; measured here: cytoplasmic GR-EGFP intensity; stronger effect = higher value
# Dynein transport nuclear GR-EGFP – also measured in Dynein transport; calls as there; z-score; measured here: nuclear GR-EGFP intensity;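 lower value marks the stronger effect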
# Dynein transport cell count – recorded beside Dynein transport, whose call it bears; z-score; measured here: cell count per field
# Ins promoter up cell count – also measured in Ins promoter up; calls as there; cell count; measured here: cytotoxicity, nuclei count;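 total cells summed across four imaged fields per well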
# Lipid droplet cells 6.5 µM – also measured in Lipid droplet; calls as there; cell count; measured here: cell count, cytotoxicity flag;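 cells counted across two imaged fields per well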
# bCat nuc transl cell count 5 µM – further read-out of bCat nuc transl, marked with its call; cell count; measured here: cell count, cytotoxicity flag
# MT stabilizer Hoechst-high % – also measured in MT stabilizer; calls as there; % Hoechst-high responders; measured here: nuclear condensation Hoechst responders;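 share of cells brighter than vehicle mean plus two SD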
# MT stabilizer cytotoxicity % – second read-out of MT stabilizer, no call of its own (marks repeat the call); toxicity, %; measured here: cytotoxicity by cell density;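 0% = mean cell density of plate MIN control wells and 100% = no cells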
# Autophagy mod cell loss 18 h – second read-out of Autophagy mod, no call of its own (marks repeat the call); toxicity, %; measured here: cell loss, nuclei count;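 cell loss after 18 h compound exposure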
# The depositor's hits bear a star; i = inactive; x = no result given. Outcome played no part in choosing rows; overall some 4% were active at least once.
Molecule,bCat nuc transl,bCat nuc transl cell count 5 µM,Lipid droplet,Lipid droplet cells 6.5 µM,MT stabilizer,MT stabilizer Hoechst-high %,MT stabilizer cytotoxicity %,Ins promoter up,Ins promoter up cell count,Dynein transport,Dynein transport cytoplasmic EGFP,Dynein transport nuclear GR-EGFP,Dynein transport cell count,ER stress rescue,WT yeast gro inh,WT yeast gro inh mutant strain,Autophagy mod,Autophagy mod cell loss 18 h,XIAP antagonists
O=C(NC1CC1)c1c[nH]c2ccc(S(=O)(=O)Nc3cccc(C(F)(F)F)c3)cc2c1=O,-2.3,1285,x,x,2.1,1.9,7.5,0.13,1529,-0.088,0.065,-0.18,0.52,4.0%,7,-14,i,1,-2.6%
COc1ccccc1-c1nc2ccccc2c(=O)n1NC(=O)c1cccs1,-0.1,473,-21,470,2.4,3.4,5.9,0.27,1277,-0.49,-0.3,0.44,0.54,-2.6%,-13,-4,i,8,-3.3%
O=C(CCn1c(=O)oc2ccccc21)NC1=NCCS1,-0.1,1210,3,588,2.2,0.3,29,0.38,1139,0.15,-0.21,0.23,-0.18,0.5%,3,-2,i,6,-4.5%
CCN(CCCNC(=O)C1CCN(S(=O)(=O)c2cnc[nH]2)CC1)c1ccccc1,x,x,0,704,2.4,1.6,11,-0.08,1270,0.059,-0.14,0.55,-0.34,-2.6%,-14,-12,i,3,-3.1%
O=S(=O)(/N=C(/Nc1ccccc1)c1ccccc1)c1cccs1,-0.7,1062,-9,680,5.6,2.4,6.9,0.54,1640,0.15,0.098,0.044,-0.23,3.7%,-7,-4,i,25,-8.5%
CCOC(=O)c1c(NC(=O)c2ccc(N3C(=O)C4C5C=CC(C5)C4C3=O)cc2)sc2c1CCCC2 (stereo not drawn),-0.3,1051,x,x,2.7,0.9,4.9,-0.21,1112,-0.048,-0.36,0.3,0.37,-1.0%,-17,14,i,-14,-5.8%
NC(=O)CN(c1ccc([N+](=O)[O-])cc1)S(=O)(=O)c1ccccc1,0.6,1555,0,703,1.7,2.4,6.6,-0.62,1546,-0.21,-0.24,-0.43,0.83,-0.2%,-13,-2,i,-9,-3.1%
CC(C)c1ccc(Nc2nnc(SCC(=O)Nc3ncc(S(=O)(=O)c4ccc([N+](=O)[O-])cc4)s3)s2)cc1,1.3,995,-3,673,3.2,1.7,9.6,-0.42,1547,0.69,-0.27,0.15,-0.88,-1.3%,-13,-12,i,-4,-1.8%
CCN(C(=O)COC(=O)c1cc(S(=O)(=O)N2CCc3ccccc32)ccc1OC)C1CCS(=O)(=O)C1 (stereo not drawn),1.2,1143,-3,694,2.8,1.4,0.8,-1.3,1625,1.7,-0.2,0.92,-0.86,0.7%,5,-3,i,-37,-5.9%
CN1C(=O)CSc2ccc(C(=O)O)cc21,x,x,x,x,6.5,2.5,11,0.16,953,0.32,-0.19,0.18,-0.3,-0.6%,7,7,x,x,-5.0%
CCCCCCC(=O)N=Nc1c(O)[nH]c2ccc([N+](=O)[O-])cc12,0.1,582,13,678,3.9,3.5,1.1,0.42,1293,1.3,-0.23,0.27,-0.93,-0.3%,20,21,i,-2,-7.8%

# Arranged by count of non-hydrogen atoms (smallest number first): part of the list above.
Molecule,bCat nuc transl,bCat nuc transl cell count 5 µM,Lipid droplet,Lipid droplet cells 6.5 µM,MT stabilizer,MT stabilizer Hoechst-high %,MT stabilizer cytotoxicity %,Ins promoter up,Ins promoter up cell count,Dynein transport,Dynein transport cytoplasmic EGFP,Dynein transport nuclear GR-EGFP,Dynein transport cell count,ER stress rescue,WT yeast gro inh,WT yeast gro inh mutant strain,Autophagy mod,Autophagy mod cell loss 18 h,XIAP antagonists
O=C(CCn1c(=O)oc2ccccc21)NC1=NCCS1,-0.1,1210,3,588,2.2,0.3,29,0.38,1139,0.15,-0.21,0.23,-0.18,0.5%,3,-2,i,6,-4.5%
CCCCCCC(=O)N=Nc1c(O)[nH]c2ccc([N+](=O)[O-])cc12,0.1,582,13,678,3.9,3.5,1.1,0.42,1293,1.3,-0.23,0.27,-0.93,-0.3%,20,21,i,-2,-7.8%
COc1ccccc1-c1nc2ccccc2c(=O)n1NC(=O)c1cccs1,-0.1,473,-21,470,2.4,3.4,5.9,0.27,1277,-0.49,-0.3,0.44,0.54,-2.6%,-13,-4,i,8,-3.3%
CCN(CCCNC(=O)C1CCN(S(=O)(=O)c2cnc[nH]2)CC1)c1ccccc1,x,x,0,704,2.4,1.6,11,-0.08,1270,0.059,-0.14,0.55,-0.34,-2.6%,-14,-12,i,3,-3.1%
O=C(NC1CC1)c1c[nH]c2ccc(S(=O)(=O)Nc3cccc(C(F)(F)F)c3)cc2c1=O,-2.3,1285,x,x,2.1,1.9,7.5,0.13,1529,-0.088,0.065,-0.18,0.52,4.0%,7,-14,i,1,-2.6%
CCOC(=O)c1c(NC(=O)c2ccc(N3C(=O)C4C5C=CC(C5)C4C3=O)cc2)sc2c1CCCC2 (stereo not drawn),-0.3,1051,x,x,2.7,0.9,4.9,-0.21,1112,-0.048,-0.36,0.3,0.37,-1.0%,-17,14,i,-14,-5.8%

# Screening data as filed in PubChem.
